PfGluPho inh = PfG6PD enzyme inhibitors, primary screen, biochemical, fluorescence intensity, uHTS | glucose-6-phosphate dehydrogenase-6-phosphogluconolactonase (Plasmodium falciparum 3D7) | PfGluPho enzyme, NADPH resazurin-diaphorase fluorescence | inhibition, % at 20 µM | actives 0.78% (n = 350,000) | AID 504690, 2011;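 active = inhibition reaching at least a set limit at 20 µM in the primary screen, cut at about 59% in these data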;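 also: 0% = DMSO wells with substrate and 100% = DMSO wells lacking glucose-6-phosphate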
MPTP inh = mitochondrial permeability transition pore inhibitors, primary screen, biochemical, isolated mouse mitochondria, absorbance; Ca2+ swelling absorbance, 30 min; inhibition, % at 10 µM; actives 1.4% (n = 360,000); AID 602449, 2012;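 active = inhibition of 50% or more, scaled per plate between neutral and stimulator controls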;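 also: 0% = DMSO wells given calcium and 100% = 1 mM EGTA wells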
HKDC1 inhibitor = HKDC1 hexokinase inhibitors, primary screen, biochemical, fluorescence, uHTS; inhibition, % at 20 µM; actives 0.16% (n = 340,000); AID 493160, 2011; Q2TB90; recombinant HKDC1, G6PDH/diaphorase resazurin coupled fluorescence;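 active = inhibition above about 35% when tested at 20 µM, limit read from the data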;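 also: plate controls were DMSO wells with enzyme for no effect and DMSO wells lacking enzyme for full effect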
Target sequence (Q2TB90 whole entry, looked up): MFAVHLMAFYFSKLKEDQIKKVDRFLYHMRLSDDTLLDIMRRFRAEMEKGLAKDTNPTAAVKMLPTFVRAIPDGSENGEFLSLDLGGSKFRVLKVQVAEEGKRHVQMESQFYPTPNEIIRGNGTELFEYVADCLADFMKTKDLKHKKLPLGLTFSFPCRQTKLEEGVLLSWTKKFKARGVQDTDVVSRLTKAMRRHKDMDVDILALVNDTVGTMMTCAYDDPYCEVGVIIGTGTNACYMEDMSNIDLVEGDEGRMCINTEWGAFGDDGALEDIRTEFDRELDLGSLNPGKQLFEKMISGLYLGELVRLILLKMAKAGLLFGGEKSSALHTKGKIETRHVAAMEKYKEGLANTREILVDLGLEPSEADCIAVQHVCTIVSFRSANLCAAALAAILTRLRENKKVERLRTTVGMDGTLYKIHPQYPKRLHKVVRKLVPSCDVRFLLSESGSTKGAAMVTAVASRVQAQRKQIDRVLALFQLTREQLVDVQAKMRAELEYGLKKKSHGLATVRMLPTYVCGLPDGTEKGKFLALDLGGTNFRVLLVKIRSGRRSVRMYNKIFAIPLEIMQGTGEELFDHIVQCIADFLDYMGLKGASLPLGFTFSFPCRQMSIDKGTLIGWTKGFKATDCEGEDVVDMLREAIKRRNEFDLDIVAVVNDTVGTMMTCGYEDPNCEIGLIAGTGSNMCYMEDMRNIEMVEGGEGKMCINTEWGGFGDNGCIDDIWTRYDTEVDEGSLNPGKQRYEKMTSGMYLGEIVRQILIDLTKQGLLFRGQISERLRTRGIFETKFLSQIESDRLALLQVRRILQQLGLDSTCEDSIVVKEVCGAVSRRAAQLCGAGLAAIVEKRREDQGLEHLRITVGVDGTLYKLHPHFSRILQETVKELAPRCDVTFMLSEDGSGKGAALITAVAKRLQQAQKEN
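Material – in-house recombinant HK5 (HKDC1) enzyme · Quantity – HKDC1 at 5 µg/mL · Buffer or medium – pH 8.0 Tris buffer with 10 mM MgCl2 · Reagent – glucose with 1 mM ATP · Dosing – single 20 µM dose · Times – reaction time 90 min, room temperature, protected from light · Technique – resorufin fluorescence at 613 nm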
ATG4B inh = ATG4B protease inhibitors, primary screen, biochemical, fluorescence, uHTS; Cysteine protease ATG4B (Homo sapiens), Q9Y4P1; ATG4B cleavage of LC3-PLA2, NBD-HPC fluorescence, 1 h; inhibition, % at 8.33 µM; actives 0.51% (n = 340,000); AID 504462, 2011; in the data active = inhibition above about 40%
GRIN3A LBD mod = binders of NR3A ligand-binding domain, primary screen, biophysical, differential scanning fluorimetry, uHTS | NR3A LBD differential scanning fluorimetry, Tm shift; 0% = protein alone, 100% = glycine-bound protein | Tm shift relative to glycine control, % at 25 µM | actives 2.5% (n = 340,000) | AID 1259313, 2017;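 active = melting temperature shift of at least 10% of the positive control shift, at one fixed dose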
SENP8 inh = human SENP8 protease inhibitors, primary screen, biochemical, fluorescence, Nedd8 protein substrate, uHTS; Sentrin-specific protease 8 (Homo sapiens), Q96LD8; recombinant SENP8; inhibition, % at 20 µM; actives 0.64% (n = 360,000); in the data active = inhibition mostly above about 40%, no sharp cut-off; inactive = mostly below about 27%
Target sequence (Q96LD8 whole entry, looked up): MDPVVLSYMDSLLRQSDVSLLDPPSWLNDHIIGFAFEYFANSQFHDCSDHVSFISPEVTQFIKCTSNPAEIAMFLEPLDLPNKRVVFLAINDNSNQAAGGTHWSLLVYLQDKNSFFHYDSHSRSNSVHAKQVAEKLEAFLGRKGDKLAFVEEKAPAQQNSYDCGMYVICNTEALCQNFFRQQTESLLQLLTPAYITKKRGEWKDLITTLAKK
SENP6 block = SENP6 protease inhibitors, primary screen, biochemical, luminescence, uHTS | Sentrin-specific protease 6 (Homo sapiens), Q9GZR1 | Recombinant SENP6 catalytic domain, aminoluciferin luminescence | inhibition, % at 10 µM | actives 1.8% (n = 330,000) | AID 2599, 2010;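 active = inhibition above about 50% at the single tested dose, limit read from the data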;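 also: plate controls were DMSO wells with enzyme for no effect and DMSO wells lacking enzyme for full effect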
SENP7 inh = SENP7 protease inhibitors, primary screen, biochemical, luminescence, uHTS. Sentrin-specific protease 7 (Homo sapiens), Q9BQF6. recombinant SENP7, Z-RLRGG-aminoluciferin luminescence, 40 min. inhibition, % at 5 µM. actives 1.5% (n = 330,000). AID 434973, 2010;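 active = inhibition above about 50% at the single test dose, limit read from the data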;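 also: plate controls were DMSO with enzyme for no effect and no enzyme buffer wells for full effect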
Starred values were filed as active, the others as inactive; i = inactive; . = not tested or not shown.

1) COCCn1c(SCC(=O)Nc2ccc(S(=O)(=O)N3CCOCC3)cc2)nc2ccccc21
2) Cc1ccc(C(=O)COC(=O)c2cc(Cl)ccc2O)cc1[N+](=O)[O-]
3) NC(=O)C1CC(=O)N(Cc2ccc3c(c2)OCO3)C(=Nc2ccccc2)S1 (stereo unspecified)
4) O=[N+]([O-])c1ccc(/C=N/n2c(COc3ccccc3)n[nH]c2=S)cc1
5) Cc1ccc(C(=O)OCCc2sc[n+](Cc3ccccc3)c2C)cc1
6) O=C1c2ccccc2C(=O)N1CCn1c(=O)oc2ccccc21
7) CCOC(=O)c1ccccc1NS(=O)(=O)c1ccccc1
8) O=C(CCNC(=O)c1ccc(Cl)cc1)Nc1c(F)c(F)cc(F)c1F
Screen / compound no.,1,2,3,4,5,6,7,8
PfGluPho inh,-0.2,-0.2,6.3,10.6,7.6,4.7,79.2*,-11.1
MPTP inh,0.2,0.8,0.7,4.6,-2.4,-0.2,0.0,0.6
HKDC1 inhibitor,-5.8,-5.5,-9.4,1.8,-1.2,-11.7,-1.0,-5.2
ATG4B inh,-13.2,-4.8,-5.8,-3.5,-3.6,0.8,2.7,4.7
GRIN3A LBD mod,3.0,-5.2,-2.5,3.5,0.7,0.8,-0.5,-0.7
SENP8 inh,15.8,-29.0,12.5,15.4,2.9,8.4,11.5,17.3
SENP6 block,-15.4,-8.3,-12.3,-2.2,14.4,-8.2,-0.5,-22.7
SENP7 inh,4.9,-11.8,1.0,-0.3,5.9,5.7,1.5,-1.6

9) O=C(CCC(=O)N1CCOc2ccccc21)NCCc1ccccc1
10) C=CCn1c(SCc2nc3sc4c(c3c(=O)[nH]2)CCCC4)nc2ccccc2c1=O
11) Cc1ccccc1Cn1c(=N)n(CC(O)c2ccco2)c2ccccc21 (stereo unspecified)
12) O=C1c2nccnc2C(=O)N1Cc1ccccc1
13) CCOC(=O)Cc1csc(NC(=O)NC2(C(F)(F)F)Oc3cc(Cl)c(Cl)cc3O2)n1
14) O=C(OCn1cncn1)c1ccc(Cl)cc1Cl
15) COc1ccc(S(=O)(=O)Nc2cccc(C)n2)c2ccccc12
16) O=[N+]([O-])c1ccc(/C=N/n2c(-c3cccnc3)n[nH]c2=S)cc1
Screen / compound no.,9,10,11,12,13,14,15,16
PfGluPho inh,6.4,-4.3,6.8,-7.0,22.9,1.9,9.6,29.7
MPTP inh,-0.1,20.1,-1.5,-0.5,5.9,-1.0,-3.9,1.6
HKDC1 inhibitor,-5.7,-2.8,-2.2,-1.9,2.3,-7.4,1.1,-6.9
ATG4B inh,-15.9,11.1,-3.9,13.4,-14.0,-7.1,-8.4,-3.7
GRIN3A LBD mod,-0.8,1.2,-0.7,-1.0,10.7*,3.3,-0.3,7.8
SENP8 inh,7.0,-25.2,23.8,18.2,22.3,19.6,i,16.3
SENP6 block,-2.4,2.6,-14.5,.,1.4,-7.9,1.8,-9.7
SENP7 inh,0.0,0.3,-3.8,.,1.7,-4.8,-1.3,-7.4

17) O=C(CCNC(=O)c1ccccc1Cl)Nc1ccccc1N1CCCC1
18) CC(CN1CCOCC1)OC(=O)c1ccc2c(c1)OCCO2 (stereo unspecified)
19) O=C(COc1ccc(/C=N/NC(=O)c2ccccc2Br)cc1)Nc1ccccc1
20) COc1cc(OC)c2ccc(=O)oc2c1C(CCN1CCCC(C)C1)c1ccc(N(C)C)cc1 (stereo unspecified)
21) CC1CCCN(CCCNC(=O)c2ccc(NC(=O)C3=CSCCO3)cc2)C1 (stereo unspecified)
22) Cc1cc(C)cc(-n2c(C)nc3cc(C(=O)O)ccc32)c1
23) CCSC(=O)N1c2ccc(OC)cc2C=CC1C#N (stereo unspecified)
24) CC(NCC(=O)Nc1cc(Cl)cc(Cl)c1)c1ccccc1 (stereo unspecified)
Screen / compound no.,17,18,19,20,21,22,23,24
PfGluPho inh,6.7,-1.0,-7.7,9.9,-10.9,-12.2,3.4,18.0
MPTP inh,0.9,-6.7,0.8,-1.2,-2.2,1.3,0.7,3.1
HKDC1 inhibitor,-2.7,2.8,-3.6,-8.8,-4.4,-4.4,-0.6,-2.7
ATG4B inh,2.0,-1.0,-11.1,-14.5,7.0,-4.4,-1.4,6.3
GRIN3A LBD mod,0.7,1.5,2.8,2.1,-0.7,-0.6,-1.0,-2.7
SENP8 inh,16.8,25.1,-4.2,-83.3,2.0,5.3,-367.5,12.3
SENP6 block,-12.9,-1.6,-11.9,-13.7,-3.0,1.7,.,13.0
SENP7 inh,13.4,6.7,2.1,5.6,-0.9,2.4,.,9.3

25) CC(C)C(=O)Nc1sc2c(c1C#N)CCCCC2
26) CCC(COC(=O)Nc1cccc(C)c1)NC(=O)OCC(C)C (stereo unspecified)
27) Nc1cnc(Nc2ccc(Br)cc2)nc1N
28) O=C1CC2c3ccccc3C1C1C(=O)N(Cc3ccccc3)C(=O)C21 (stereo unspecified)
29) CCOc1ccc(Br)cc1S(=O)(=O)Nc1cccnc1
30) CCCCN(C(=O)Cc1ccc2c(c1)OCCO2)c1c(N)n(CC(C)C)c(=O)[nH]c1=O
31) Cc1cccc(N2CN=c3s/c(=C\c4ccccn4)c(=O)n3C2)c1
32) CCCNCC1C(Oc2ccc(Cl)cc2)C(=O)N1c1ccccc1C (stereo unspecified)
Screen / compound no.,25,26,27,28,29,30,31,32
PfGluPho inh,14.9,13.3,8.8,-0.5,-11.0,12.0,-12.0,-0.8
MPTP inh,1.0,-4.1,-1.1,0.6,-3.0,-1.5,0.8,-1.2
HKDC1 inhibitor,3.5,0.7,2.6,-5.4,-2.7,0.3,-5.4,5.4
ATG4B inh,-15.4,1.9,7.8,-12.6,-0.8,0.3,-2.7,5.7
GRIN3A LBD mod,0.3,-1.9,-0.9,-1.6,0.5,0.4,-0.3,0.3
SENP8 inh,8.0,10.7,-14.3,11.9,12.2,9.4,20.3,14.2
SENP6 block,9.4,12.0,-10.3,-2.1,-2.8,5.9,-11.3,-20.1
SENP7 inh,-0.1,2.4,4.1,-5.2,6.0,0.5,-8.3,2.1

33) O=C(CCCc1ccccc1)NC1CCSC1=O (stereo unspecified)
34) CC(C)(C)C(=O)CSc1nccc(=O)[nH]1
35) COC(=O)c1ccccc1NC(=O)c1ccc(COc2cccc3ccccc23)o1
36) O=C(c1ccc2ccccc2c1)C1CCCN(S(=O)(=O)c2cccnc2)C1 (stereo unspecified)
37) Cc1ccc(NC(=O)C2=NNC(=O)CC2)cc1S(=O)(=O)Nc1ccc(SC(F)F)cc1
38) Cc1cc2cc3c(cc2nc1SCC(=O)Nc1nc(C)c(C)s1)OCO3
39) Cc1cccc(C)c1NC(=S)NN(Cc1ccccc1)c1ccccc1
40) COc1ccc(NC(=O)/C(C#N)=C/c2ccc(OCCN3CCOCC3)c(OC)c2)c(OC)c1
Screen / compound no.,33,34,35,36,37,38,39,40
PfGluPho inh,-8.3,3.6,22.4,-1.3,10.2,7.8,-7.3,-14.2
MPTP inh,0.0,2.0,8.0,1.3,-1.9,2.0,1.3,0.3
HKDC1 inhibitor,-1.7,-8.2,20.6,-12.3,2.5,11.4,-2.0,0.6
ATG4B inh,9.3,-1.1,11.6,6.9,-11.0,12.9,5.0,0.8
GRIN3A LBD mod,3.0,2.1,-3.7,0.8,0.3,0.6,-5.5,0.9
SENP8 inh,6.5,10.7,-45.9,-5.4,0.5,-38.9,25.5,7.2
SENP6 block,-0.5,-7.0,-10.2,-0.3,8.2,-8.1,-1.4,-0.5
SENP7 inh,-3.0,5.7,10.4,-6.4,2.2,-7.5,15.4,0.9

41) Cc1ccccc1OCCNC(=S)Nc1ccccc1
42) COc1ccc(C)cc1N(CC(=O)NC1CCCC1)C(=O)CCC(=O)Nc1cc(C)on1
43) Fc1cc(F)cc(NC(=S)Nc2ccccc2N2CCOCC2)c1
44) Cc1ccc(C)c(NC(=O)c2ccccc2NC(=O)C2CCCO2)c1 (stereo unspecified)
45) CCn1cc(Br)c(C(=O)Nc2ccc(Cl)c(Cl)c2)n1
46) CC(C)(C)[C@@H]1C=C(C(=O)O)O[C@H](OCCCCO)C1
47) COc1ccnc(CSC(N)=Nc2ccccc2OC)c1
48) CC(O)CCC(=O)NCCNC(=O)CCC(C)O (stereo unspecified)
Screen / compound no.,41,42,43,44,45,46,47,48
PfGluPho inh,2.1,0.1,4.7,6.9,10.3,5.2,41.1,-11.0
MPTP inh,7.5,0.9,94.3*,0.1,2.0,-0.4,-0.4,-1.7
HKDC1 inhibitor,6.3,-2.4,-3.2,-8.8,-1.0,-1.3,-2.2,-5.4
ATG4B inh,22.5,-11.7,2.5,-11.9,7.8,-4.1,-9.7,-7.3
GRIN3A LBD mod,0.6,-0.8,0.5,-1.2,-6.2,1.8,2.8,-1.8
SENP8 inh,17.1,23.8,15.4,12.1,30.7,12.0,-25.3,21.0
SENP6 block,-0.8,-6.2,16.3,-5.5,22.3,-4.9,-15.6,4.7
SENP7 inh,-0.2,5.1,0.2,-1.3,-2.2,1.5,6.0,-2.4

Molecules above with a thiophene ring, fused or not, in the order listed:
10) C=CCn1c(SCc2nc3sc4c(c3c(=O)[nH]2)CCCC4)nc2ccccc2c1=O
25) CC(C)C(=O)Nc1sc2c(c1C#N)CCCCC2
Screen / compound no.,10,25
PfGluPho inh,-4.3,14.9
MPTP inh,20.1,1.0
HKDC1 inhibitor,-2.8,3.5
ATG4B inh,11.1,-15.4
GRIN3A LBD mod,1.2,0.3
SENP8 inh,-25.2,8.0
SENP6 block,2.6,9.4
SENP7 inh,0.3,-0.1

Three structures from above, ordered by length of the SMILES, descending.
16) O=[N+]([O-])c1ccc(/C=N/n2c(-c3cccnc3)n[nH]c2=S)cc1
38) Cc1cc2cc3c(cc2nc1SCC(=O)Nc1nc(C)c(C)s1)OCO3
48) CC(O)CCC(=O)NCCNC(=O)CCC(C)O (stereo unspecified)
Screen / compound no.,16,38,48
PfGluPho inh,29.7,7.8,-11.0
MPTP inh,1.6,2.0,-1.7
HKDC1 inhibitor,-6.9,11.4,-5.4
ATG4B inh,-3.7,12.9,-7.3
GRIN3A LBD mod,7.8,0.6,-1.8
SENP8 inh,16.3,-38.9,21.0
SENP6 block,-9.7,-8.1,4.7
SENP7 inh,-7.4,-7.5,-2.4

Additional entries follow:
49) C/C(=N\NC(N)=S)C12CC3CC(CC(C3)C1)C2
50) COc1ccc(C2=NN(C(=O)c3ccncc3)C(c3ccccc3O)C2)cc1 (stereo unspecified)
51) CC(=O)c1cccc(NC(=O)Nc2cccnc2)c1
52) O=C(NCCN1CCCC1)c1cc(-c2ccncc2)nc2ccc(S(=O)(=O)N3CCOCC3)cc12
53) COc1ccccc1C(=O)N/C(=C\c1ccc2c(c1)OCO2)C(=O)NCCc1nc2ccccc2[nH]1
54) CC(C)[C@H](NC(=O)C1CC(=O)N(c2ccc3c(c2)OCO3)C1)C(=O)NC1CCCC1 (stereo partly specified)
Screen / compound no.,49,50,51,52,53,54
PfGluPho inh,14.7,0.2,-0.3,-4.3,-28.5,11.0
MPTP inh,-2.0,1.3,2.5,-3.0,-0.2,-2.5
HKDC1 inhibitor,-7.4,-2.1,-4.3,-6.5,-0.2,0.3
ATG4B inh,-6.8,-7.9,-14.9,6.8,-12.2,-2.0
GRIN3A LBD mod,-2.8,-1.3,-2.3,-0.3,-4.6,-1.4
SENP8 inh,12.5,5.5,-4.5,26.8,-28.4,0.7
SENP6 block,-8.1,-0.1,3.6,0.1,-0.2,19.0
SENP7 inh,0.8,1.2,-5.6,1.9,-2.1,-5.9

Some values from above.
Result of #53 under HKDC1 inhibitor: -0.2
Result of #52 under SENP7 inh: 1.9
